Screening data deposited in PubChem BioAssay by several laboratories.
5-HT1A blocker: 5-HT1a (human) receptor antagonism; 0.68% of 62,000 active; CHO 5-HT1a Ga15 NFAT-bla reporter, antagonist mode; P08908; inhibition, % at 10 µM; AID 612;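 active = inhibition above the mean of all tested compounds plus 3 SD, cut at about 43% in these data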;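 note: receptor stimulated by 5-CT agonist at 100 nM near EC80; beta-lactamase reporter measured by ratiometric fluorescence of a cleavable substrate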
RORa activator: activates the human nuclear receptor RORA; P35398; CHO-K1 Gal4-RORA LBD luciferase reporter, luminescence; percent increase over mock-subtracted basal signal; activation, % at 10 µM; 1.5% of 65,000 active;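 active = activation above the mean of all tested compounds plus 3 SD, cut at about 49% in these data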;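 note: 0% = DMSO-treated RORA cells and 100% = added signal equal to DMSO minus mock-transfected cells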
HTR1E antagonist: 5-HT1E (human) receptor antagonism; CHO 5-HT1E Ga15 NFAT-bla reporter, FRET, antagonist; 0.99% of 65,000 active; inhibition, % at 6 µM; P28566; AID 571;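 active = inhibition above a set limit, the mean inhibition across every tested compound plus 3 SD, cut at about 29% in these data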;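 note: signal is the 460 over 535 nm emission ratio of beta-lactamase substrate; 0% = agonist plus DMSO wells and 100% = wells without agonist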
Target sequence (P28566 whole entry, looked up): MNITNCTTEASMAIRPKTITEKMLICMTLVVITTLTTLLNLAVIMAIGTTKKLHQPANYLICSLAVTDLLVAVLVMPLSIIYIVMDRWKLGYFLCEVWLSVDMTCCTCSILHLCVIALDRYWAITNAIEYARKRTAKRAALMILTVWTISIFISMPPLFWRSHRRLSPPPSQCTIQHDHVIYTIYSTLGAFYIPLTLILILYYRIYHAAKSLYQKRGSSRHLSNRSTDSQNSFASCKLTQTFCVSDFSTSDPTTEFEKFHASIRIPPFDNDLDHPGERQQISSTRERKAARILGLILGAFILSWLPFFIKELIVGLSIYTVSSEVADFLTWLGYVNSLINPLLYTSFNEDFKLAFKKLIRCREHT
HTR1E agonist: agonists of human 5-HT1E serotonin receptor; CHO 5-HT1E Ga15 NFAT-bla reporter, FRET; 0% DMSO wells, 100% control agonist wells; activation, % at 6 µM; 0.69% of 65,000 active; AID 574;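 active = activation above a set limit, the screen-wide mean activation plus 3 SD, cut at about 8.5% in these data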;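 note: 100% = positive control agonist at 1 µM giving full maximal response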
AP ELISA ortho: alternative pathway complement inhibition, orthogonal assay; Human serum alternative complement pathway, LPS-coated ELISA, C3 deposition; tested in compound mixtures; inhibition, % at 5 µM; 0.08% of 62,000 active;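 active = inhibition above 30% in each of the two pooled mixtures holding the compound, so the lower value exceeds 30%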;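 note: 0% = serum in Mg-EGTA without compound and 100% = EDTA serum blank; some compounds past the cut are filed as inactive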
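Test system – human serum alternative complement pathway, C3 deposition on LPS-coated wells · Buffer or medium – diluted human serum in Mg2+-EGTA GVB++ · Compound dosing – 5 µM each compound, pools of ten, 50 µM per pool · Schedule – 1 h serum-compound exposure at 37 °C · Measured by – Anti-C3 ELISA, OD 450 nm · Read-out basis – percent inhibition of C3 deposition onto LPS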
tolC growth inh: growth inhibitors of E. coli BW25113 tolC mutant | growth inhibition, % at 10 µM (by protocol) | OD615 | 2.2% of 65,000 active;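 active = growth inhibition at or above a cutoff equal to the mean over every tested compound plus 3 SD, cut at about 60% in these data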;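 note: growth measured after 20 h incubation at 37 °C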
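Signal: optical density read at 615 nm; Assay system: E. coli ΔtolC::kan strain BW25113; Times: 20 h incubation with compound, 37 °C; Dosing: 10 µM final, single dose.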
S1P1 ag pot: activates or potentiates agonism at human S1P1 receptor | S1P1 CRE-bla cells, forskolin, beta-lactamase FRET, potentiator mode; S1P1 agonist co-added at EC20, 2 nM; 100% = saturating reference agonist, 0% = basal | 0.57% of 56,000 active | activation, % at 9.5 µM | AID 449 | P21453;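 active = activation above a cutoff set at the mean activation of all tested compounds plus 3 SD, cut at about 54% in these data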;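 note: forskolin at 4 µM as EC80 and the EC20 agonist is SEW2871; 100% = SEW2871 at its EC100 plus forskolin at EC80; some compounds past the cut are filed as inactive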
Target sequence (P21453 whole entry, looked up): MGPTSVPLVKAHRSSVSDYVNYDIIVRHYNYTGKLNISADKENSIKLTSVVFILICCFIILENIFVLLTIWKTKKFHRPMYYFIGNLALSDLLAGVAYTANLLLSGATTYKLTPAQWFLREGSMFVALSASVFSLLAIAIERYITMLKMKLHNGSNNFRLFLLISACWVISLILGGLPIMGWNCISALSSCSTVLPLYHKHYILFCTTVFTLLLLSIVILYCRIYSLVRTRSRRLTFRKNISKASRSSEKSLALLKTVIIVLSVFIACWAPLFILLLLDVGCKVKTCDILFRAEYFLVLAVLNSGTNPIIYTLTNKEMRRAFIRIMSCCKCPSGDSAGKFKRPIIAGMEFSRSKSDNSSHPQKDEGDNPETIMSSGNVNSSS
SF-1 act: activates the human nuclear receptor SF-1; Q13285; CHO-K1 Gal4-SF-1 LBD luciferase reporter; % increase over DMSO SF-1-specific signal; activation, % at 10 µM; 1.9% of 65,000 active;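 active = activation above the mean activation of all tested compounds plus 3 SD, cut at about 50% in these data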
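Assay system: CHO-K1 cells co-transfected with Gal4 DBD–human SF-1 LBD, 5xGal4 luciferase reporter; doses: 10 µM only; incubation: 20 h compound exposure at 37 °C after 1 h cell settling; signal: luciferase light emission; evaluation: percent activation versus DMSO; repeats: one test per compound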
S1P3 ag: S1P3 (human) receptor agonism. activation, % at 4.5 µM. S1P3 NFAT-BLA reporter cells, FRET ratio; relative to 1 µM S1P, basal subtracted. AID 373. Q99500. 0.1% of 60,000 active;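 active = activation above the screen-wide mean plus 3 SD, cut at about 4.5% in these data, passing the limit was not always enough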; note: some compounds called inactive have numbers as strong as hits
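Material: Human S1P3 NFAT-BLA reporter CHO cells | Incubation: Overnight plating, 4 h compound 37 °C, 2 h substrate RT | Signal: FRET β-lactamase substrate fluorescence, excitation 405 nm, 460/535 nm emission ratio, background-subtracted | Compound: 4.5 µM final, single dose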
Active calls of the source: *; . = not tested or not shown.

entry	structure	RORa activator	SF-1 act	S1P1 ag pot	HTR1E antagonist	5-HT1A blocker	S1P3 ag	AP ELISA ortho	tolC growth inh	HTR1E agonist
1	CCOCCCNC(=O)NC12CC3CC(CC(C3)C1)C2	-10.5	13.4	-3.6	-5.1	-9.6	-0.2	3.2	-12.3	1.1
2	Cc1cc(C(=O)OCn2nnc3ccccc3c2=O)c(C)o1	-7.6	-1.6	.	-8.4	1.7	.	3.4	14.0	0.8
3	O=C(COC(=O)c1cccnc1Nc1ccccc1F)NCc1ccc2c(c1)OCO2	34.0	4.6	0.7	-3.2	-3.3	-0.4	0.5	3.6	-0.5
4	CCn1c(Oc2ccc(Oc3ncc(Cl)cc3Cl)cc2)nc2c1c(=O)n(C)c(=O)n2C	-12.3	5.5	2.4	-8.4	-1.6	-0.5	13.6	-7.7	0.1
5	COc1ccc(NC(=O)CN(C)S(=O)(=O)c2ccccc2)cc1OC	-20.8	-7.9	5.5	-5.5	1.4	-0.8	7.4	-9.4	0.1
6	O=C(CSc1nc(O)cc(=O)n1-c1ccccc1)NCc1ccccc1	-1.8	8.4	-17.6	10.8	-3.1	-1.9	6.7	-13.2	-0.5
7	O=S(=O)(c1ccc(F)cc1)N1CN(Cc2ccco2)c2nc3ccccc3nc21	-8.2	-3.4	.	5.7	14.6	.	13.0	.	-0.3
8	Cc1cc(C)n(-c2ccc(C(=O)OCn3nnc4ccccc4c3=O)cc2)n1	-16.5	10.4	-3.6	-3.0	-3.4	-0.3	-20.0	4.8	0.3
9	COC(=O)C1=C(C)Nc2ncnn2C1c1ccccn1 (centres undefined)	-5.5	-13.8	-4.0	-15.4	-11.5	0.3	4.3	-2.1	0.1
10	COC(=O)c1ccccc1NC(=O)CSc1nc2c(c(=O)n(C)c(=O)n2C)n1C	6.9	-20.2	-12.7	-1.3	-5.2	-1.7	-10.7	-1.9	-0.3
11	Cc1ccc(OCc2nc(C#N)c(N3CCCC3)o2)cc1	10.1	-0.2	.	-4.2	7.4	.	4.9	5.7	0.3
12	O=C(COc1ccc(-c2ccccc2)cc1)N1CCN(C(=O)c2cccnc2)CC1	-1.7	16.4	3.1	9.1	2.5	-1.9	13.4	-8.2	0.8
13	Cc1cc(=O)n2nc(N3CCCC3C(=O)NCCCN3CCCCC3)sc2n1 (centres undefined)	4.7	-3.2	6.5	-0.9	-11.4	0.8	3.2	-19.4	-1.1
14	O=C(NC1CCCCC1)C1CCN(C(=O)NCc2ccccc2)CC1	29.6	-2.3	.	-6.7	-7.8	.	6.3	-16.1	-1.2
15	COC(=O)CCCC[C@H]1SC[C@H]2NC(=O)N[C@]21O	5.4	29.8	-0.8	14.2	-0.6	-0.4	18.4	-11.2	-0.2
16	CC(=O)N1c2ccccc2C(=O)C1N1CCCCC1 (centres undefined)	-8.2	-7.5	.	3.3	16.4	.	10.8	-5.8	-1.2
17	Cc1cccc(CN2CCN(CC(=O)O)C2=O)c1	2.9	-3.0	-7.5	-8.8	-9.7	0.8	14.2	-12.4	0.4
18	Cc1nn(CCc2nc(-c3ccco3)cs2)c2[nH]c(=O)cc(C(F)(F)F)c12	-13.8	-3.4	-29.3	17.7	8.8	0.9	-10.5	17.8	-0.5
19	Oc1c(C(c2ccco2)N2CCC3(CC2)OCCO3)sc2ncnn12 (centres undefined)	-6.9	0.8	5.1	9.9	4.5	-0.9	2.4	-0.9	0.1
20	O=C(Cn1c(-c2ccccc2)noc1=O)Nc1ccc(N2CCCCCC2)cc1	-17.3	-22.6	20.0	7.0	4.4	-0.8	24.5	-6.1	-0.2
21	CS(=O)(=O)N(CC(=O)NC1CC2CCC1C2)c1cccc(C(F)(F)F)c1 (centres undefined)	4.0	-0.7	-16.3	-14.0	-4.7	-0.2	-6.9	1.9	0.9
22	Cc1c(Cl)ccc2c1NC(=O)C21NC(CCC(N)=O)[C@H]2C(=O)N(c3ccc(Cl)cc3)C(=O)[C@H]21 (some centres undefined)	13.7	-0.9	1.0	-3.6	10.5	-0.8	-0.9	3.6	-0.8
23	COc1cc(C(=O)O)nc2ccccc12	5.4	-5.8	-6.0	-0.3	3.1	-1.4	-19.6	10.7	0.0
24	C=CCn1cnc2c(c1=O)c1nc3ccccc3nc1n2/N=C/c1ccccn1	0.8	-4.8	-4.3	2.2	-4.3	-0.4	-22.1	56.9	-0.9
25	CC(=O)NC(Cc1c[nH]c2ccccc12)C(=O)OCC(=O)Nc1ccc2c(c1)OCO2 (centres undefined)	-11.0	3.7	12.4	-3.1	-3.1	-0.1	-15.3	3.2	-0.6
26	Cc1cccc(NC(=O)c2cc(-c3ccco3)nc3ccccc23)n1	-11.9	-0.2	5.8	18.2	3.8	-1.0	24.2	0.5	-0.8
27	COc1cccc2c(C)c(C(=O)O)[nH]c12	-25.7	-3.4	-3.3	2.6	7.1	0.3	4.7	-4.1	0.1
28	COc1ccc(Oc2cn[nH]c2-c2ccc(O)cc2O)cc1	-9.5	2.1	16.9	5.8	7.4	-0.1	1.6	94.4*	1.6
29	COc1ccc(CCNC(=O)c2nn(C)cc2Cl)cc1	13.4	36.4	3.0	12.5	5.9	-0.7	23.2	-4.9	-0.9
30	CCC(CC)C(=O)Nc1cc(C)cc(C)c1	-0.5	-0.2	1.6	8.5	18.9	-0.4	1.4	-9.8	-0.8
31	CCc1nnc(NC(=O)CSc2nnc(COc3ccc(C#N)cc3)n2-c2ccccc2)s1	-4.6	0.6	-3.2	-10.9	-14.1	0.6	2.9	-13.5	1.5
32	CCOC(=O)c1cnn(-c2sc(C(=O)OCC)c(C)c2C(=O)OCC)c1N	16.6	8.4	13.0	-2.9	1.1	-0.5	13.6	30.4	-0.6
33	CCOC(=O)c1ccc2nc(C(F)(F)F)[nH]c(=O)c2c1	-17.2	-3.0	9.3	-6.4	4.5	0.8	4.2	14.5	-0.3
34	CN(C)S(=O)(=O)c1cccc(C(=O)Nc2cccnc2)c1	-2.0	-0.9	-2.6	1.3	-7.2	-1.4	2.4	-8.2	1.4
35	COc1ccc(OC)c(-c2nnc(SCC(=O)N3CCOCC3)o2)c1	15.4	-9.5	-20.9	-13.0	2.3	0.3	26.4	-10.2	-0.5
36	COC(=O)C(C)Oc1ccc(=O)[nH]n1 (centres undefined)	-12.0	-1.7	-1.0	-0.5	1.8	-0.5	0.1	-14.7	-0.8
37	CCCn1c(SCC(=O)/C(C#N)=C(\C)N)n[nH]c1=O	-9.2	-3.0	1.3	-2.9	-7.6	-0.6	26.4	-13.0	-0.6
38	O=C1C(=C(O)c2ccccc2)C(=O)c2ccccc21	-15.6	-0.4	-0.5	-4.1	-2.8	-1.1	15.7	10.1	1.1
39	Cc1cccc(C)c1NC(=O)N1C2CCCC1CC(NC(=O)C(C)(C)C)C2 (centres undefined)	-10.6	-5.7	5.1	-6.1	0.2	-0.3	15.8	-3.1	0.5
40	CCOC(=O)N1CC=C2C(C#N)=C(N)C(C#N)(C#N)[C@H](c3ccccc3OCC)[C@H]2C1	16.5	-1.5	-15.7	0.1	-1.3	-0.5	11.7	2.2	1.2
41	COC(=O)c1ccccc1NC(=O)N1c2ccccc2CC1C (centres undefined)	-21.9	10.7	11.6	18.6	21.4	-1.7	-2.8	95.0*	-1.9
42	O=C(CSc1nc2ccccc2o1)c1ccc2c(c1)OCCO2	20.5	26.9	.	-10.1	-0.9	-0.4	3.9	-9.2	-0.4
43	O=C(CCNC(=O)Cn1cnc2ccccc2c1=O)NCC1COc2ccccc2O1 (centres undefined)	-10.3	14.3	-25.7	-8.1	-5.2	1.0	20.2	-6.3	-0.6
44	Nc1nonc1-c1nc2ccccc2n1Cc1ccc(Cl)cc1	-11.1	-21.6	-9.9	2.5	32.2	-2.4	13.1	-7.4	0.4
45	CC(C)(C)OC(=O)N1CCOCCOCCN(C(=O)OC(C)(C)C)CCOCC1	-6.6	16.9	3.2	-0.2	14.5	-0.6	5.1	-2.3	-0.5
46	Cc1cccc(-n2c(SCC(=O)Nc3ccc4c(c3)OCO4)nnc2-c2ccoc2C)c1	-11.8	0.2	-12.9	13.8	5.6	0.1	-1.5	-11.9	-0.9
47	CC(C)(C)n1nnnc1C(c1cccs1)N1CCCc2ccccc21 (centres undefined)	15.1	-21.5	5.6	1.4	23.1	-0.4	-6.3	82.0*	0.1
48	O=S(=O)(c1ccc2c(c1)OCCO2)N(Cc1ccc(F)cc1)Cc1nnc(-c2cccs2)o1	1.6	-6.7	23.7	-6.3	30.9	-0.5	10.7	33.4	0.3
49	CCCNS(=O)(=O)c1ccc2c(c1)CCCN2C(C)=O	12.8	-2.8	-11.7	9.4	-1.8	-0.2	11.3	-17.8	0.5
50	CC(=O)N1CCc2cc(S(=O)(=O)N3CCOCC3)ccc21	-11.1	-8.2	.	12.0	-4.1	.	7.9	-14.9	0.9
51	CCOc1ccc(CCNC(=O)C2CCCN(S(=O)(=O)c3c(C)n[nH]c3C)C2)cc1OCC (centres undefined)	-2.8	-1.3	-10.8	-0.9	-5.8	0.3	-1.5	-12.2	-1.3
52	COc1cc(NC(=O)CN2c3cccc4cccc(c34)S2(=O)=O)cc(OC)c1OC	-9.1	-9.9	.	5.4	6.1	-0.5	1.8	5.6	-0.5
53	Cc1cccc(Nc2nc(NC(C)C)nc(Oc3ccc(=O)n(C)n3)n2)c1	-16.7	-10.6	44.6	18.2	4.3	-1.0	0.8	.	-0.9
54	COCCn1c(SCC(=O)NCc2ccco2)nc2cccnc21	-10.9	-7.9	-10.7	13.4	6.5	-0.5	10.5	1.5	-0.2
55	COCCCn1c(SCC(=O)Nc2ccc(C(C)=O)cc2)nc2ccccc2c1=O	37.5	18.9	-22.1	-12.3	-5.9	1.3	7.5	15.7	0.5
56	COc1ccc(C(=N/O)/C(=N/O)c2ccc(OC)cc2)cc1	-8.7	-0.3	-18.2	9.4	17.9	-0.6	20.8	11.5	-0.6
57	CC1(C)Cc2c(C#N)c(N)sc(=S)c2CO1	-23.7	-15.7	-25.9	2.1	-5.3	-1.0	12.8	1.2	-0.6

Sorted by the number under HTR1E antagonist (smallest number first): some entries from above.
No.	SMILES	HTR1E antagonist
48	O=S(=O)(c1ccc2c(c1)OCCO2)N(Cc1ccc(F)cc1)Cc1nnc(-c2cccs2)o1	-6.3
47	CC(C)(C)n1nnnc1C(c1cccs1)N1CCCc2ccccc21 (centres undefined)	1.4
44	Nc1nonc1-c1nc2ccccc2n1Cc1ccc(Cl)cc1	2.5
